Compound activity deposited in PubChem BioAssay by National Center for Advancing Translational Sciences (NCATS).
BRCA1 expr up – activators of BRCA1 expression; actives 1.1% (n = 380,000); MCF7-BRCA1-FFLuc reporter, luminescence, 48 h; response scale: scaled: vehicle 0%, 10 µM genistein 100%; AID 624202; Potency, µM (highest dose often 46.1 µM), inactives show at the highest dose activation, hits mostly activators; active = well fitted activation curve with a large enough effect; inconclusive = small, poorly fitted or top-dose-only effect; inactive = no such curve, though single readings can be large or run the other way; note: nearly all actives have a fitted effect of over 80% in size; some results filed as inactive show a strong effect at the top dose
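Compounds are tested at multiple concentrations on MCF7 BRCA1-luciferase reporter cells seeded at 2000 per well; after 48 h, a single luminescence end-point is taken and curves fitted to the normalized data.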
* marks the source's active call; other numbers are inactive results; ? = inconclusive; & = joins results of further samples. Potency is the fitted concentration of half-maximal effect.

item	smiles	BRCA1 expr up
1	O=C1OC(c2ccccc2)C(O)=C1c1ccccc1 (stereo unspecified)	-8%
2	CC(=O)N1C[C@@H](CO)[C@@H](N(C)C(=O)C(C)(C)C)C[C@H]1c1ccccc1	0%
3	CC1(Oc2ccc(CC#N)cc2)CCN(Cc2ccccc2OC(F)F)C1 (stereo unspecified)	3%
4	CCCNC(=O)C1(C)CCCN(Cc2cccc(C(F)(F)F)c2)C1 (stereo unspecified)	8%
5	CCc1nc2ccc(C(=O)Nc3cc(-c4ccccc4)ccc3OC)cn2c1N(CC)CC(=O)N(C)C	-4%
6	CN(Cc1ccco1)C(=O)[C@H](Cc1ccccc1)NC(=O)CC[C@H]1O[C@@H](n2ccc(=O)[nH]c2=O)[C@H](O)[C@@H]1O	19%
7	CSc1ncnc2c1ncn2CCCNCc1ccc(C)o1	8%
8	Cc1ccc(/C(O)=C2\C(=O)C(=O)N(CCCN3CCOCC3)C2c2ccccc2F)cc1 (stereo unspecified)	2%
9	Cc1ccc(NC(=O)c2ncn(CCCN(CCCn3cnc(C(=O)Nc4ccc(C)c(C)c4)n3)Cc3ccc4[nH]ccc4c3)n2)cc1C	-48%
10	C[C@H]1CN([C@@H](C)CO)S(=O)(=O)c2ccc(Br)cc2O[C@H]1CN(C)Cc1ccc(F)cc1	-21%
11	CN(N=O)c1ccc(C=C2c3ccccc3-c3ccccc32)cc1	-55%
12	CN1C[C@@H]2[C@@H]3C(=O)N(C)C(=O)[C@@H]3[C@](Cc3ccccc3)(C1=O)N2C(=O)c1ccccc1	-18%
13	Cc1cn(C2CC(O)C(O)C(CO)O2)c(=O)[nH]c1=O (stereo unspecified)	17%
14	Cc1cc(C)c2cc(C#N)c(NCCCNC(=O)c3cccnc3)nc2c1	-1%
15	CCCS(=O)(=O)NC(=O)C1(C)CCCN(C(=O)c2ccccc2OC(F)(F)F)C1 (stereo unspecified)	4%
16	COc1ccc(NC(=O)c2cc(-c3cc(F)ccc3OC)n[nH]2)c(OC)c1	-16%
17	CC(C)NC(=O)c1cc(C2CCCCN2C(=O)CCCc2ccccc2)on1 (stereo unspecified)	-12%
18	O=C(NCC(F)(F)F)c1cc2c(c(-c3cccc(-c4ccccc4F)c3)n1)[C@@H](CCO)N(C(=O)CC1CC1)C2	-60%
19	Cc1c(Cl)cccc1NS(=O)(=O)c1ccccc1	2%
20	CC(C)n1c(=O)c2ccccc2n1Cc1cn(C2CCCC2)nn1	4%

Next results.
item	smiles	BRCA1 expr up
21	CC1CCN(S(=O)(=O)N2CCC(C(=O)NCc3ccc(F)cc3Cl)CC2)CC1	-7%
22	O=C1NC[C@H](CCCCN2C[C@H](Cc3ccccc3)N(CCc3ccccc3)C(=O)C2=O)N(CCc2ccc(O)cc2)C1=O	18%
23	CN(Cc1cc(Cl)cc(Cl)c1)CC(C(=O)c1ccccc1)c1ccccc1 (stereo unspecified)	-68%
24	CCOc1nc(C#N)nc(N2CCOCC2)n1	-18%
25	COC(=O)C1=C(C(=O)OC)[C@@H]2N(C)c3ccccc3[C@@]23C[C@@H](CO)N(C(=O)C2CCC2)C3=N1	-10%
26	COc1cccc(C(C)(O)c2nc(-c3cccc(F)c3)cs2)c1 (stereo unspecified)	-12%
27	CCC(c1nnnn1-c1ccc2c(c1)OCCO2)N1CCN(C/C=C/c2ccccc2)CC1 (stereo unspecified)	-19%
28	Cc1nc(NC(=O)c2ccccc2)sc1-c1cc(C(=O)N2CCOCC2)nn1Cc1ccccc1	-13%
29	COC(=O)c1ccc(N2C(c3cc(OC)cc(OC)c3)=Cc3ccc(-c4cccnc4)cc3C2CC(=O)C2CC2)cc1 (stereo unspecified)	11%
30	O=C(O)c1cccc(-c2csc(C(O)c3ccc(F)cc3)n2)c1 (stereo unspecified)	9%
31	CCOc1ccccc1C(=O)N(Cc1ccccc1)Cc1cc2cc3c(cc2[nH]c1=O)OCCO3	-27%
32	CCCC(=O)N1CCCC1(C)C(=O)Nc1ccc2c(c1)CCN2C(C)=O (stereo unspecified)	15%
33	COc1cc(C(=O)c2ccccc2C(=O)O)c(OC)c2c1CCCC2	-8%
34	CN(CC1COc2ccccc2O1)C(=O)CCNS(=O)(=O)c1ccc(F)c(Cl)c1 (stereo unspecified)	-28%
35	COc1ccc(C2Nc3ccccc3C(=O)N2c2cccc3ccccc23)cc1COc1c(C)cccc1C (stereo unspecified)	-3%
36	O=C(Cn1cnc2cc([N+](=O)[O-])ccc2c1=O)Nc1cccc(S(=O)(=O)N2CCCCC2)c1	-24%
37	Cc1cc(C)c(NS(=O)(=O)c2ccc3c(c2)oc(=O)n3C)c(C)c1	-9%
38	COCCn1c(=S)[nH]c2cc(C(=O)NC3CCCCCC3)ccc2c1=O	20%
39	CC1Cc2ccccc2N1C(=O)CSc1nc2c(c(=O)n(C)c(=O)n2C)n1Cc1ccc(F)cc1 (stereo unspecified)	-12%
40	COc1ccc(-c2c(-c3ccsc3)oc3ccc(N4CCOCC4)cc23)cc1	-4%

No new results follow: 13 of the compounds above.
item	smiles	BRCA1 expr up
21	CC1CCN(S(=O)(=O)N2CCC(C(=O)NCc3ccc(F)cc3Cl)CC2)CC1	-7%
22	O=C1NC[C@H](CCCCN2C[C@H](Cc3ccccc3)N(CCc3ccccc3)C(=O)C2=O)N(CCc2ccc(O)cc2)C1=O	18%
23	CN(Cc1cc(Cl)cc(Cl)c1)CC(C(=O)c1ccccc1)c1ccccc1 (stereo unspecified)	-68%
24	CCOc1nc(C#N)nc(N2CCOCC2)n1	-18%
25	COC(=O)C1=C(C(=O)OC)[C@@H]2N(C)c3ccccc3[C@@]23C[C@@H](CO)N(C(=O)C2CCC2)C3=N1	-10%
26	COc1cccc(C(C)(O)c2nc(-c3cccc(F)c3)cs2)c1 (stereo unspecified)	-12%
27	CCC(c1nnnn1-c1ccc2c(c1)OCCO2)N1CCN(C/C=C/c2ccccc2)CC1 (stereo unspecified)	-19%
28	Cc1nc(NC(=O)c2ccccc2)sc1-c1cc(C(=O)N2CCOCC2)nn1Cc1ccccc1	-13%
29	COC(=O)c1ccc(N2C(c3cc(OC)cc(OC)c3)=Cc3ccc(-c4cccnc4)cc3C2CC(=O)C2CC2)cc1 (stereo unspecified)	11%
30	O=C(O)c1cccc(-c2csc(C(O)c3ccc(F)cc3)n2)c1 (stereo unspecified)	9%
31	CCOc1ccccc1C(=O)N(Cc1ccccc1)Cc1cc2cc3c(cc2[nH]c1=O)OCCO3	-27%
32	CCCC(=O)N1CCCC1(C)C(=O)Nc1ccc2c(c1)CCN2C(C)=O (stereo unspecified)	15%
33	COc1cc(C(=O)c2ccccc2C(=O)O)c(OC)c2c1CCCC2	-8%

The main list resumes, repeating the 2 entries before the break.
item	smiles	BRCA1 expr up
39	CC1Cc2ccccc2N1C(=O)CSc1nc2c(c(=O)n(C)c(=O)n2C)n1Cc1ccc(F)cc1 (stereo unspecified)	-12%
40	COc1ccc(-c2c(-c3ccsc3)oc3ccc(N4CCOCC4)cc23)cc1	-4%
41	O=C1NC(Cc2ccccc2)c2nc3ccc(Cl)cc3c(=O)n2-c2ncccc21 (stereo unspecified)	2%
42	CC(C)(C)n1nnnc1C(c1cc2ccccc2o1)N(CCC#N)Cc1ccccc1 (stereo unspecified)	-23%
43	O=C(OCC(O)C(O)C(O)C(SCc1ccccc1)SCc1ccccc1)c1ccccc1 (stereo unspecified)	-26%
44	Cn1c2c(c(=O)n1-c1ccccc1)CSCC2	-1%
45	CCOc1ccc(NC2=CC(=O)C(=O)c3ccccc32)cc1	-86%
46	S=C(NCCCCN(Cc1ccc(Cl)cc1)c1ccc(Br)cn1)NCCCc1cnc[nH]1	-7%&-23%
47	COc1ccc(N/C(=C2\CCCC2=O)C2CCCCC2)cc1	-5%
48	CN1OC[C@@H]2CN(C(=O)CCc3ccccc3)[C@H](c3ccc(N4CCCCC4)cc3)C[C@@H]21	18%
49	COc1ccc2cc(CN(C)C(=O)CN3C(=O)NC4(CCCC4)C3=O)ccc2c1	-6%
50	COc1ccc(CC(N)c2csc(Nc3nccc(C(F)(F)F)n3)n2)cc1 (stereo unspecified)	-22%
51	CC(C)(C)NC(=O)C1(N2C(=O)c3ccccc3C2=O)CCCC1	-13%
52	O=C(Nc1cccc2ccccc12)c1ccco1	2%
53	O=C1[C@H](Cc2ccccc2)NCCCC[C@H](c2ccco2)N1Cc1ccccc1	-17%
54	Cc1ccc2c(c1)C/C(=C/c1ccc(N(C)C)cc1)C2=O	-12%
55	Nc1ncnc2c1ccn2[C@H]1CN(Cc2ccc3c(c2)OCO3)C[C@@H](COC(=O)c2ccccc2)O1	0%
56	COc1ccc(CC2C(=O)NC(C)C(=O)N(C)C3Cc4ccc(cc4)Oc4cc(ccc4O)CC(C(=O)NC(C)C(=O)NC(C)C(=O)N2C)N(C)C3=O)cc1 (stereo unspecified)	?
57	COc1ccc(C2=NOC(C)(c3nnc(Cc4ccccc4)o3)C2)cc1 (stereo unspecified)	-6%
58	O=C(NCc1cc(Cl)cc(Cl)c1)c1csc([C@@H]2O[C@H](CO)[C@H](O)[C@H](O)[C@H]2O)n1	13%
59	CC(C)CC(N)c1csc(Nc2ccc(C(=O)NCCO)cc2)n1 (stereo unspecified)	-2%
60	O=S(=O)(CCNC1CC1)NC1CCCCC1	9%

Other compounds follow.
item	smiles	BRCA1 expr up
61	CC(C)CNc1ncnc2c1ncn2[C@H]1CN(Cc2ccc3c(c2)OCO3)C[C@@H](CO)O1	-3%
62	COc1cc(N)c2ncccc2c1Br	-7%
63	CCN(CC)C(=O)C1=C(C)N(Cc2ccc(F)cc2)C(=O)C(CC(=O)NCCCN(C)C)C1 (stereo unspecified)	21%
64	COc1cccc(NC(=O)C2(C)CCN2C(=O)CC2CC2)c1 (stereo unspecified)	19%
65	COc1cccc(Nc2nc(C(N)COCc3ccccc3)cs2)n1 (stereo unspecified)	-16%
66	NC(Cc1ccc(Cl)cc1)c1csc(Nc2ccc(C(F)(F)F)cn2)n1 (stereo unspecified)	-41%
67	COC(=O)C[C@H](NC(=O)Cn1cc(C)c(=O)[nH]c1=O)C(=O)OC	5%
68	O=C(NCCN1CCOCC1)c1cc(-c2ccccc2)nc2ccccc12	2%
69	CCCOC(=O)C1NC(=O)N2C(C(=O)OCCC)C(C)(C)S[C@H]12 (stereo partly specified)	10%
70	CCc1nn(CC(=O)NCCCN2CCOCC2)c(=O)c2cc3c(OC)cccc3n12	14%
71	CC(C)CN1CC(Br)C(=O)NC1=O (stereo unspecified)	-30%
72	CN(C)c1ccsc1C(=O)NNS(=O)(=O)c1ccc(Cl)cc1	-21%
73	O=C(c1ccc(F)cc1)N1CCC(C(=O)N2CCCc3ccccc32)CC1	2%
74	Cc1noc(C)c1S(=O)(=O)Nc1ccc2c(c1)C(=O)N([C@H](C)CO)C[C@H](C)[C@H](CN(C)S(=O)(=O)c1ccc(Cl)cc1)OCCCC[C@@H](C)O2	-54%
75	OCCN1c2ccccc2CCc2ccccc21	-4%
76	CCCCn1c(N)c(N(CCOC)C(=O)CN2C(=O)NC3(CC(C)CC(C)(C)C3)C2=O)c(=O)[nH]c1=O (stereo unspecified)	16%
77	OC(c1ccc(Cl)cc1)c1ncc(-c2ccccc2Cl)[nH]1 (stereo unspecified)	6%
78	CCOC(=O)/C=C1/SCC(=O)N1Cc1ccc(Br)cc1	-23%
79	CCCN(C)C1CN(Cc2cn(CCCOC)nn2)S(=O)(=O)C1 (stereo unspecified)	21%
80	COc1ccc2[nH]c(C)c(C(=O)CN(C)CC(OC)OC)c2c1	-5%

The listing continues.
item	smiles	BRCA1 expr up
81	CNC(=O)c1ccsc1NC(=O)CS(=O)(=O)c1ccc(F)cc1	-1%
82	O=C(CN1CCN(c2cccc(C(F)(F)F)c2)CC1)Nc1ccc2c(c1)OCCCO2	-8%
83	CCOC(=O)C1=C(C#N)C(C(=O)OCC)c2ncccc21 (stereo unspecified)	-13%
84	O=C(CC1(O)C(=O)Nc2ccc(Br)cc21)c1ccccc1 (stereo unspecified)	1%
85	Cc1cc(OCC(=O)Nc2cccc(-c3nc4ccccc4o3)c2C)cc(C)c1Cl	-18%
86	CCN1C(=O)[C@@H]2[C@@H]3CN(S(=O)(=O)c4ccccc4C)[C@@H](c4ccc(Cl)cc4)[C@@H]3C(=O)C[C@@H]2C1=O	-4%
87	OC(c1cc(Cl)cc(Cl)c1)c1ncc(-c2ccccc2F)[nH]1 (stereo unspecified)	-25%
88	CC(C)(C)CCN1CCC(CN2CCNC2=S)CC1	14%
89	COc1ccc(/C=C/c2cc[n+](C)c3ccccc23)cc1OC	-7%
90	O=C(NCc1ccc(F)cc1)c1cc(C2CCCCN2S(=O)(=O)c2ccc(F)cc2F)on1 (stereo unspecified)	-44%
91	CCCN1CNc2c(c(=O)[nH]c(=S)n2CCc2cccc(C)c2)C1	-21%
92	COc1ccc(C2Nc3ccccc3C(=O)N2Cc2ccco2)cc1OC (stereo unspecified)	-12%
93	CCOC(=O)C1=CCN(S(=O)(=O)c2ccccc2Br)C1c1ccc(F)cc1 (stereo unspecified)	-25%
94	CCn1cc(CN2CCC(n3nccc3NC(=O)C(OC)c3ccccc3)CC2)cn1 (stereo unspecified)	-14%
95	CNc1cncc(-c2ccc(O)cc2)n1	-34%
96	COc1nc(N)nc(NC(=O)c2cccs2)c1N=O	-19%
97	CCCCCCCCNCCS(=O)(=O)NCc1ccccc1OC	-16%
98	OC1CC2CCC(C1)N2CCCN1c2ccccc2Sc2ccc(Cl)cc21 (stereo unspecified)	-83%
99	Cc1ccc(S(=O)(=O)N2CCN(c3nc(-c4ccc(CN5CCOCC5)s4)nc4ccccc34)CC2)cc1	4%
100	CCOc1ccc(C(c2c(O)nc(SC)[nH]c2=O)c2c(O)nc(SC)[nH]c2=O)cc1	-2%
101	CC(C)Sc1nc(N)nc2c1ncn2C1OC(CO)C(O)C1O (stereo unspecified)	21%
102	CCn1ncc(Br)c1C(=O)Nc1sc2c(c1C(=O)OC)CCC2	-2%
103	COc1ccc(S(=O)(=O)NC(C(=O)OCC(=O)Nc2ccc(N3CCOCC3)cc2)C(C)C)cc1 (stereo unspecified)	-3%

Only part of the results is shown, so the mix of outcomes need not match the whole.
